# From PubChem BioAssay
# Mtb FBA inh: inhibitors of M. tuberculosis fructose-bisphosphate aldolase. P9WQA3. purified M. tuberculosis FBA, fluorescence read-out. inhibition, % at 1 µM. 360,000 compounds, 2.3% hits; in the data active = inhibition above about 27%;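 also: 0% = vehicle and 100% = reference inhibitor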
# Target sequence (P9WQA3 whole entry, looked up): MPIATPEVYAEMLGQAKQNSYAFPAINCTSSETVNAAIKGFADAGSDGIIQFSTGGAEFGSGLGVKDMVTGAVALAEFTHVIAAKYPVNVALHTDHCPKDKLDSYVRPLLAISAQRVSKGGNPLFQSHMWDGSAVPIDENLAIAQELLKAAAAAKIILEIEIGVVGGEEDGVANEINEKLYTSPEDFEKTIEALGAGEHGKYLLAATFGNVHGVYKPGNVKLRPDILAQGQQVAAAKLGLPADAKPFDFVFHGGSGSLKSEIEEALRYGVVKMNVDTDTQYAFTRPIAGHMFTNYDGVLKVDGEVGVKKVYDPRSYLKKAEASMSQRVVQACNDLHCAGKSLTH
# DUSP3 inh: blocks human VHR1 dual specificity phosphatase; recombinant VHR phosphatase, pNPP absorbance; inhibition, % at 13.3 µM; 290,000 compounds, 0.52% hits; AID 1654; in the data active = inhibition above about 50%; also: some compounds called inactive have numbers as strong as hits
# Mtb UGM inh: blocks M. tuberculosis UGM enzyme. 320,000 compounds, 0.06% hits. purified UGM, fluorescence polarization probe displacement. inhibition, % at 10 µM. P9WIQ1; in the data active = inhibition above about 10%, passing the limit was not always enough; inconclusive = no clear call, values can overlap the other calls
# Target sequence (P9WIQ1 whole entry, looked up): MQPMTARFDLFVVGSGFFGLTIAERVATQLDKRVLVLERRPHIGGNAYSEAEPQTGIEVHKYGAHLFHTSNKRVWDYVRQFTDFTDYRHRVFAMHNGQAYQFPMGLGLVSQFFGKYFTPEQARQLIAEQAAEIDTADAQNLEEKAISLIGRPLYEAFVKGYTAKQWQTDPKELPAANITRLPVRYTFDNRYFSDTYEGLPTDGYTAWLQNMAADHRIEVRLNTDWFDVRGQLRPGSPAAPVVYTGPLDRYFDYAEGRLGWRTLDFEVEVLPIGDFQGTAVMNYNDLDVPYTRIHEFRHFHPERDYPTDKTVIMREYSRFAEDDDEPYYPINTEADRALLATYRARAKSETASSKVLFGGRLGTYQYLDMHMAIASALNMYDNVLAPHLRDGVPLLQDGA
# CCHF vOTU inh: blocks the CCHF virus ovarian tumor domain protease | CCHFV vOTU protease, Pep-AMC fluorescence | inhibition, % at 11.5 µM | 370,000 compounds, 0.55% hits; also: 0% = vehicle wells with enzyme and 100% = no enzyme wells
# BioA inh: inhibitors of Mycobacterium tuberculosis BioA enzyme. inhibition, % at 9.99 µM. 360,000 compounds, 0.096% hits. purified M. tuberculosis BioA enzyme, plate reader; in the data active = inhibition above about 40%; inconclusive = no clear call, values can overlap the other calls
# GDH-TPI counter: inhibits GDH-TPI coupling enzymes, artifact for Mtb FBA screen | GDH-TPI coupled enzyme counterscreen, NADH absorbance | inhibition, % at 4.8 µM | 360,000 compounds, 1.2% hits;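 also: 0% = DMSO wells and 100% = wells lacking the enzyme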
# MazF activator: MazEF (E. coli) toxin RNase activation; activation, % at 20 µM; 350,000 compounds, 0.32% hits; AID 504720; P0AE70; FAM/BHQ RNA-DNA oligo cleavage fluorescence, 5 h; in the data active = activation above about 50%
# Target sequence (P0AE70 whole entry, looked up): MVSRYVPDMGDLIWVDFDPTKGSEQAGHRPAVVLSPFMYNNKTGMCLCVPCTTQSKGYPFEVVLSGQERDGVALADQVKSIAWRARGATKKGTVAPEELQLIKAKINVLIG
# BoNT F protease: inhibitors of Botulinum neurotoxin F light chain protease; AID 588497; 360,000 compounds, 0.22% hits; inhibition, % at 10 µM; Multiplex microsphere protease cleavage assay, flow cytometry; in the data active = inhibition above about 35%, passing the limit was not always enough; inconclusive = no clear call, values can overlap the other calls; also: plate controls were buffer without enzyme for full effect and enzyme alone for no effect
# Rv3671c inh: inhibits the M. tuberculosis serine protease Rv3671c | P9WHR9 | inhibition, % at 5.96 µM | 320,000 compounds, 0.048% hits | AID 2606; in the data active = inhibition above about 38%;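 also: extracellular domain of Rv3671c used as enzyme; 0% = enzyme with DMSO and 100% = no enzyme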
# FadD28 FP inh: inhibitors of Mycobacterium tuberculosis FadD28 bisubstrate binding | FadD28 bisubstrate probe binding, fluorescence polarization | inhibition, % at 12.5 µM | 360,000 compounds, 0.22% hits | AID 588549; in the data active = inhibition above about 8.5%, passing the limit was not always enough; inconclusive = no clear call, values can overlap the other calls
# Active calls of the source: *; ? = inconclusive; nt = no result given; + = active, no number. Rule as the data show it, unless noted: active = inhibition above about 30%; inactive = the rest.
# The line under a structure holds: BioA inh	GDH-TPI counter	FadD28 FP inh	MazF activator	Mtb UGM inh	BoNT F protease	Mtb FBA inh	CCHF vOTU inh	DUSP3 inh	Rv3671c inh
O=[N+]([O-])c1ccccc1OCc1nc(-c2cccs2)no1
→ nt	-1	-26	5	0.0	-8	-1	-5	-2	6
O=C1CN(C(=O)COC(=O)c2c(F)cccc2Cl)c2ccccc2N1
→ 0.1	-8	-2.6	2	-1.0	-6	-2	23	nt	-5
Cc1ccc(S(=O)(=O)N(CCC#N)C2CCCCC2)c2nsnc12
→ 1.9	14	-1.7	-3	1.1	-1	0	-1	-6	-2
COc1cccc(NC(=O)CSc2nc(=O)n(CCN(C)C)c3c2CCCC3)c1
→ 5.9	8	-0.5	4	-1.4	-49	-2	-17	nt	1
CN=C1c2c(-c3ccccc3)c3cc(OC)ccc3n2CCN1C
→ nt	14	0.0	7	2.3	-8	2	5	6	-5
CS(=O)(=O)c1ccccc1-c1nnc(NC(=O)c2ccco2)o1
→ -0.1	8	-2.4	1	nt	nt	2	0	nt	4
CCOc1ccccc1C=NNC(=O)C(=O)NN=Cc1ccccc1OCC
→ -1.2	15	-0.2	-11	nt	0	3	2	nt	nt
COc1ccc(CNC(=O)CN(C(=O)c2csnn2)c2cnc3ccccc3c2)cc1
→ -0.5	1	-1.4	9	-2.1	-22	4	7	7	0
CNC(=S)N1CCN(C(=O)c2ccco2)CC1
→ -1.4	-4	-4.4	-4	nt	3	2	4	-6	-12
Fc1ccc(-c2nc3ccccn3c2NCc2ccc3c(c2)OCO3)cc1
→ 0.2	15	-2.0	-25	-0.4	1	39*	-27	17	5
CCOC(=O)Nc1ccc2c(COC(=O)c3ccccc3O)cc(=O)oc2c1
→ -2.2	20	-3.4	6	-0.6	0	56*	-23	-8	-6
CCc1ccc(CN(C)C(=O)C2CCC(=O)N(Cc3ccccn3)C2)cc1 (stereo not drawn)
→ 0.8	1	1.8	8	-1.8	4	6	1	19	2
C/C(Cl)=C\Cn1c(O)c(N=O)c2ccccc21
→ nt	3	?	-3	0.3	-6	2	0	20	-14
O=C(NCc1ccco1)C(=O)NCC1OCCCN1S(=O)(=O)c1ccccc1 (stereo not drawn)
→ nt	-1	-0.3	1	-0.1	-7	2	-3	10	1
O=[N+]([O-])c1ccc(N2CCN(c3ccc(F)cc3)CC2)nc1
→ 1.1	3	nt	13	-1.6	-24	-1	-5	9	-4
COc1cccc(NC(=O)c2ccc(Cn3cc([N+](=O)[O-])cn3)o2)c1
→ nt	-4	-4.6	0	-1.2	0	-7	4	-10	1
CSc1ccc(OC2CCCCC2NS(=O)(=O)c2ccccc2)cc1 (stereo not drawn)
→ nt	6	0.4	1	0.7	-7	-1	15	5	1
COc1ccc2nc(NC(=O)c3cccc(S(=O)(=O)N4CCOCC4)c3)sc2c1
→ 3.4	16	-2.2	-2	-1.6	10	1	-13	18	-3
O=C(/C=C/c1cccs1)NNC(=O)c1ccccc1
→ 1.4	17	-1.0	-5	-1.1	7	0	15	nt	5
CN(C)S(=O)(=O)c1ccc2nc(NC(=O)c3cccs3)sc2c1
→ 0.5	30	-6.6	-2	0.2	-2	10	20	8	-8
Cc1c(O)nc2sc3ccccc3n2c1=O
→ nt	nt	nt	nt	-0.4	nt	nt	5	2	1
CCn1c(CNC(=O)Cc2ccc(OC)cc2)n[nH]c1=S
→ -0.9	-3	-3.5	-3	1.2	-10	3	13	-1	0
CN1C(=O)C(=O)/C(=C(/O)c2ccc(Br)cc2)C1c1ccc(Cl)cc1 (stereo not drawn)
→ 0.9	20	-0.1	-14	4.9	10	0	-5	-12	-15
Cc1c(C(=O)NCc2ccccn2)oc2c(Cl)cccc12
→ -1.6	16	-1.6	8	-0.4	0	2	14	nt	3
Cc1nnc(NC(=O)c2ccc(Br)o2)s1
→ -0.7	6	-0.8	11	-1.4	?	0	-16	6	3
O=C1/C(=C/c2ccco2)SC(=S)N1C1CCS(=O)(=O)C1 (stereo not drawn)
→ nt	4	-3.2	1	0.0	1	-4	0	-1	3
CCCS(=O)(=O)N1CCCC(C(=O)N2CCC3(CC2)OCCO3)C1 (stereo not drawn)
→ 1.9	1	-0.1	2	-0.5	1	2	-10	17	-5
CCOC(=O)c1sc(NC(=O)CSC(=S)N2CCN(C)CC2)nc1C
→ 1.6	11	-2.5	-2	-6.8	?	4	3	20	6
O=C(NCCN1CCOCC1)c1cc2ccccc2[nH]1
→ -0.6	-8	-1.0	4	1.1	-8	11	-1	9	1
Cc1ccc(Cl)cc1N1CCN(C(=O)CCS(=O)(=O)c2cccc3nonc23)CC1
→ -0.9	5	0.7	-1	-1.5	-7	2	0	28	5

# 6 compounds picked at random from those above:
# The line under a structure holds: BioA inh	GDH-TPI counter	FadD28 FP inh	MazF activator	Mtb UGM inh	BoNT F protease	Mtb FBA inh	CCHF vOTU inh	DUSP3 inh	Rv3671c inh
CCOC(=O)c1sc(NC(=O)CSC(=S)N2CCN(C)CC2)nc1C
→ 1.6	11	-2.5	-2	-6.8	?	4	3	20	6
CCc1ccc(CN(C)C(=O)C2CCC(=O)N(Cc3ccccn3)C2)cc1 (stereo not drawn)
→ 0.8	1	1.8	8	-1.8	4	6	1	19	2
Cc1nnc(NC(=O)c2ccc(Br)o2)s1
→ -0.7	6	-0.8	11	-1.4	?	0	-16	6	3
O=C1CN(C(=O)COC(=O)c2c(F)cccc2Cl)c2ccccc2N1
→ 0.1	-8	-2.6	2	-1.0	-6	-2	23	nt	-5
CNC(=S)N1CCN(C(=O)c2ccco2)CC1
→ -1.4	-4	-4.4	-4	nt	3	2	4	-6	-12
CCOc1ccccc1C=NNC(=O)C(=O)NN=Cc1ccccc1OCC
→ -1.2	15	-0.2	-11	nt	0	3	2	nt	nt

# The listing picks up, repeating the 2 entries before the break.
# The line under a structure holds: BioA inh	GDH-TPI counter	FadD28 FP inh	MazF activator	Mtb UGM inh	BoNT F protease	Mtb FBA inh	CCHF vOTU inh	DUSP3 inh	Rv3671c inh
O=C(NCCN1CCOCC1)c1cc2ccccc2[nH]1
→ -0.6	-8	-1.0	4	1.1	-8	11	-1	9	1
Cc1ccc(Cl)cc1N1CCN(C(=O)CCS(=O)(=O)c2cccc3nonc23)CC1
→ -0.9	5	0.7	-1	-1.5	-7	2	0	28	5
O=C(NCc1nnc(SCC(=O)N2CCOCC2)o1)c1ccccc1F
→ nt	11	-0.3	8	-0.7	0	5	-4	4	-2
CCCCc1ccc(S(=O)(=O)NCCCN2CCCC2=O)cc1
→ -0.1	-2	-1.3	1	-3.3	8	-2	5	17	-1
COc1cc2nc(CSc3ncn[nH]3)[nH]c(=O)c2cc1OC
→ nt	-13	-4.4	-5	2.2	-1	-3	-8	21	5
Cc1ccc(/C=C/c2ccc(=O)n(Cc3ccc(F)cc3)n2)cc1
→ nt	8	-4.3	7	2.1	3	20	3	6	-2
COc1ccc(NC(=O)CSC2=C(C#N)C(c3ccco3)C(C(=O)Nc3nc4ccccc4s3)=C(C)N2)cc1 (stereo not drawn)
→ -0.2	15	-5.5	-2	-3.0	-6	8	-7	nt	-190
COc1ccc(NC(=O)Cn2c(-c3ccccc3)cc(C(C)=O)c2C)c(OC)c1
→ nt	-2	-0.7	0	-0.4	0	3	-4	18	-7
CCCCC(OC(=O)c1cc2occc2n1C)C(=O)NCC1CCCO1 (stereo not drawn)
→ -0.6	3	-0.4	-3	2.3	-15	3	-9	0	-13
CCOc1ccc(Br)cc1CSC(=N)N
→ nt	5	0.6	16	0.9	-4	2	-15	-5	-5
COc1cc2nc(NC(=O)c3ccc(Cl)cc3)[nH]c(=O)c2cc1OC
→ -5.7	21	-2.3	-26	1.3	?	4	0	-7	-8
NNc1nc2sc3c(c2c(=O)n1Cc1ccccc1)CCC3
→ 1.8	5	-0.5	-12	5.4	-16	1	-6	8	-6
Cc1cc(C)cc(N(C(=O)c2cc3ccccc3oc2=O)C2C=CS(=O)(=O)C2)c1 (stereo not drawn)
→ nt	25	-0.1	3	-1.1	0	1	7	7	-7
O=C(N/N=C/c1cn(CCOc2ccccc2)c2ccccc12)c1ccncc1
→ -5.9	9	-1.7	-4	-3.4	-5	0	17	-2	2
CCOc1ccc(S(=O)(=O)NCc2ccccn2)c(C)c1C
→ -1.1	6	-2.9	5	1.0	14	0	-5	6	-3
CCC1(c2ccc(Cl)cc2)NC(=O)N(CC(=O)NC2(C#N)CCCCC2)C1=O (stereo not drawn)
→ -0.6	9	-5.6	-11	1.7	1	-1	-5	nt	1
O=C(CSc1nc(C2CCCCC2)n(-c2ccccc2)n1)NCC(F)(F)F
→ nt	11	-3.4	3	-2.8	20	0	2	-18	13
FC(F)(F)c1ccccc1NC1=NCCCS1
→ -0.6	-2	0.1	10	2.6	-1	3	2	0	-7
Nc1nc(N)nc(Cc2ccccc2O)n1
→ -2.4	10	-2.2	3	-2.3	-2	0	4	nt	-8
COC(=O)c1c(NC(=O)C2C3C=CC(CC3)C2C(=O)O)sc(C)c1C (stereo not drawn)
→ 0.7	7	-0.9	-4	2.6	0	1	7	-11	-2
Cc1nc2ccccc2c(=O)n1NC(=O)c1ccc([N+](=O)[O-])cc1Cl
→ nt	-6	-0.7	7	-1.8	-7	2	-5	12	8
O=C(CN1CCOCC1)Nc1ccccc1Sc1ccc(Cl)cc1
→ 1.0	4	-1.3	5	-1.1	0	-1	3	1	-3
CCCCn1c(=O)[nH]c(=O)c2c1nc(-c1cc(Cl)c(OC)c(OC)c1)n2C
→ -0.7	-3	-0.4	7	-0.6	-13	1	7	7	5
Cc1cc(C)cc(N2CCCn3c2nc2c3c(=O)n(CCN3CCOCC3)c(=O)n2C)c1
→ 9.0	1	0.0	9	-1.8	5	1	15	13	-4
O=C(CN1C(=O)NC2(CCCCC2)C1=O)Oc1ccc2ccc(=O)oc2c1
→ -1.6	14	-0.7	3	0.1	8	+	-367	nt	-2
CC(C)NC(=O)CC1Nc2c3ccccc3nc(=S)n2C1=O (stereo not drawn)
→ -0.1	-2	-6.8	-3	-4.5	4	0	5	20	-5
CC(C)COC(=O)N1CCCCC1c1cc(C(=O)NC(C)C)no1 (stereo not drawn)
→ -2.6	5	-0.5	nt	nt	-1	1	6	nt	nt
O=C(CNC(=O)c1ccccc1F)NCC(c1cccs1)N1CCOCC1 (stereo not drawn)
→ -0.9	2	-1.2	5	-1.4	3	0	0	nt	11
CCOC(=O)c1cnc(SCC(=O)NCc2ccco2)nc1N
→ -0.6	6	-0.1	6	6.2	10	0	-4	21	-3
CC(C)[C@H](NC(=O)c1ccc(Cl)cc1)C(=O)OCC(=O)N1CCN(c2ccccc2)CC1
→ -0.7	9	-2.3	3	-0.3	-4	3	-6	nt	5
O=C(Nc1ccc(Cl)c(Cl)c1)N1CCC(N2CCCCC2)CC1
→ 2.4	-5	-1.2	5	-1.4	-6	1	1	23	0
O=C(O)C(CCc1ccccc1)(Cc1ccccc1)C(=O)O
→ -0.3	-1	1.5	7	nt	-1	-2	-13	nt	nt
Cc1ccc(S(=O)(=O)NCCC(=O)NCCSc2ccc(Br)cc2)cc1
→ 0.0	4	-3.8	6	-1.7	-7	-4	6	28	1
COc1ccc(/C=C/C(=O)c2ccncc2)c2ccccc12
→ nt	3	-3.7	-5	-1.0	6	-8	29	18	-11
